From PubChem
Tcruzi prolif: T. cruzi proliferation inhibition. AID 624255. 77,000 compounds, 5.9% hits. inhibition, % at 8.34 µM. T. cruzi beta-gal in NIH3T3, GalScreen luminescence, 90 h;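 active = mean inhibition above about 93%, with at least 55% of replicates each passing it, limit read from the data, passing the limit was not always enough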
Pf Dd2 growth: blocks growth of Plasmodium falciparum Dd2 parasites | 94,000 compounds, 2.3% hits | AID 1159554 | activity change, % at 10 µM | P. falciparum Dd2 growth, SYBR Green, 72 h; hits give low values; in the data active = activity change below about -80%
KDM4C inh: inhibitors of human demethylase GASC-1 KDM4C; 96,000 compounds, 0.15% hits; Q9H3R0; inhibition, % at 12.5 µM; GST-KDM4C 2-372, H3K9me3 peptide, LANCE TR-FRET;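 active = mean replicate inhibition above about 25%, with at least 55% of replicates also reaching it, limit read from the data, passing the limit was not always enough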
Target sequence (Q9H3R0 2-372 limits assumed): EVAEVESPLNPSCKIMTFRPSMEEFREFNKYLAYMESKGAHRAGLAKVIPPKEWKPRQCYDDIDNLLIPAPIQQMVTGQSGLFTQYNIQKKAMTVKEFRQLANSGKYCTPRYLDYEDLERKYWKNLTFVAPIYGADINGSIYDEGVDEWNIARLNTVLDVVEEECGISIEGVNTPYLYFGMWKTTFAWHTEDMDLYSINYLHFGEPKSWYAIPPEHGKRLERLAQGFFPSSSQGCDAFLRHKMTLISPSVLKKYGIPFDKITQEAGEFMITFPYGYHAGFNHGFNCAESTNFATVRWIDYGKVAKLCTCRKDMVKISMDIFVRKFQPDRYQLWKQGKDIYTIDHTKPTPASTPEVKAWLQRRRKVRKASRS
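System: N-terminal GST-fused human GASC-1 (KDM4C) fragment, residues 2-372; amount: enzyme final amount 10 nM; incubation: reaction 30 min RT, detection step 1 h RT; medium: HEPES buffer, pH 7.5, plus ascorbate; technique: LANCE TR-FRET, Eu antibody, ULight-streptavidin, EDTA, ex 340 nm, em 618/671 nm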
C diff HTS: C. difficile growth inhibition; AID 1259249; growth activity, negative = inhibition, % at 16 µg/mL (by protocol); Clostridium difficile clinical isolate growth, OD600, 24 h; hits give low values; 86,000 compounds, 0.25% hits;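 active = mean growth activity at or below -80% and every replicate also at or below -80%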;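 note: 0% = DMSO wells and -100% = levofloxacin 16 µg/mL wells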
* hit, by the source's call; x = not tested or not shown; & = joins results of further samples.

SMILES	Tcruzi prolif	Pf Dd2 growth	KDM4C inh	C diff HTS
CC(C)NC(=O)Nc1ccc2c(c1)C(=O)N([C@H](C)CO)C[C@@H](C)[C@@H](CN(C)C(=O)C1CCCCC1)OCCCC[C@@H](C)O2	24	-37	2.1	1
Cc1noc(C)c1S(=O)(=O)Nc1ccc2c(c1)C(=O)N([C@@H](C)CO)C[C@H](C)[C@@H](CN(C)S(=O)(=O)c1c(C)noc1C)OCCCC[C@H](C)O2	47	-18	-0.1	3
C[C@@H]1CN([C@H](C)CO)C(=O)c2cc(NC(=O)CCC(F)(F)F)ccc2O[C@@H]1CN(C)Cc1ccc(Oc2ccccc2)cc1	-70	49	-0.4	-11
C[C@H](CO)N1C[C@H](C)[C@H](CN(C)C(=O)Nc2ccc(C(F)(F)F)cc2)OCc2cnnn2CCCC1=O	6	-21	0.7	x
C[C@H](CO)N1C[C@H](C)[C@H](CN(C)C(=O)Nc2ccc(F)cc2)Oc2ccc(NS(=O)(=O)c3cn(C)cn3)cc2C1=O	45	40	-1.6	x
C[C@H](CO)N1C[C@H](C)[C@@H](CN(C)C(=O)Cc2ccncc2)Oc2cc(C#CC3CC3)ccc2S1(=O)=O	97*	-16	-3.2	-1
COc1ccc(CN(C)C[C@@H]2OCCCC[C@@H](C)Oc3ccc(NC(=O)Nc4ccccc4)cc3C(=O)N([C@H](C)CO)C[C@H]2C)cc1	110*	-63	-1.8	0
COCC(=O)Nc1ccc2c(c1)C(=O)N(C)[C@H]1CC[C@H](CC(=O)NCc3ccccc3F)O[C@H]1CO2	-27	-13	-1.4	1
C[C@@H]1CN([C@H](C)CO)C(=O)CCCn2cc(nn2)CO[C@@H]1CN(C)S(=O)(=O)c1ccccc1	-21	-12	-0.1	-6
CCCC#Cc1cnc2c(c1)C(=O)N([C@H](C)CO)C[C@@H](C)[C@@H](CN(C)C(=O)Nc1ccc(OC)cc1)O2	-27	3	0.8	1
CN(C)CC(=O)Nc1ccc2c(c1)[C@@H]1C[C@@H](CC(=O)NCc3cccc(F)c3)O[C@@H](CO)[C@@H]1O2	17	7	19	0
C[C@@H]1CCCCO[C@H](CN(C)C(=O)Nc2ccc3c(c2)OCO3)[C@@H](C)CN([C@H](C)CO)C(=O)c2cc(NC(=O)Cc3ccccc3)ccc2O1	38	-32	0.8	-3
C[C@@H]1CN([C@@H](C)CO)S(=O)(=O)c2ccc(-c3ccc(C(=O)N(C)C)cc3)cc2O[C@H]1CN(C)Cc1ccccc1C(=O)O	x	-6	-1.7	-1
O=C(O)C[C@@H]1C[C@H]2c3cc(NS(=O)(=O)c4ccccc4)ccc3O[C@H]2[C@H](CO)O1	4	17	-0.5	1
CCC(=O)N(C)C[C@@H]1Oc2cc(-c3cccc(OC)c3)ccc2S(=O)(=O)N([C@H](C)CO)C[C@@H]1C	4	-18	0.6	1
N#C[C@@H]1[C@H](c2ccc(-c3cncnc3)cc2)[C@@H](CO)N1C(=O)CN1CCOCC1	23	30	3.5	-5
COc1cccc(C#Cc2ccc3c(c2)[C@@H]2[C@@H](CCN2C(=O)c2ccccc2F)[C@@H](CO)N3C)c1	50	-22	-0.5	-97*
C[C@H]1CCCCO[C@H](CN(C)C(=O)Nc2ccc3c(c2)OCO3)[C@@H](C)CN([C@@H](C)CO)C(=O)c2cc(NS(=O)(=O)c3ccc(F)cc3)ccc2O1	35	-44	1.4	-8
C[C@H]1CN([C@@H](C)CO)C(=O)c2cccc(NC(=O)c3nc4ccccc4s3)c2O[C@@H]1CN(C)Cc1ccc(Cl)c(Cl)c1	95	-60	0.7	8
Cc1noc(C)c1S(=O)(=O)Nc1ccc2c(c1)CC(=O)N([C@@H](C)CO)C[C@H](C)[C@H](CN(C)Cc1ccc(C(F)(F)F)cc1)O2	90	2	-0.6	-13

A draw from above in order of molecular weight, lowest first.
SMILES	Tcruzi prolif	Pf Dd2 growth	KDM4C inh	C diff HTS
CN(C)CC(=O)Nc1ccc2c(c1)[C@@H]1C[C@@H](CC(=O)NCc3cccc(F)c3)O[C@@H](CO)[C@@H]1O2	17	7	19	0
CCC(=O)N(C)C[C@@H]1Oc2cc(-c3cccc(OC)c3)ccc2S(=O)(=O)N([C@H](C)CO)C[C@@H]1C	4	-18	0.6	1
C[C@H](CO)N1C[C@H](C)[C@@H](CN(C)C(=O)Cc2ccncc2)Oc2cc(C#CC3CC3)ccc2S1(=O)=O	97*	-16	-3.2	-1
C[C@@H]1CN([C@@H](C)CO)S(=O)(=O)c2ccc(-c3ccc(C(=O)N(C)C)cc3)cc2O[C@H]1CN(C)Cc1ccccc1C(=O)O	x	-6	-1.7	-1
C[C@@H]1CN([C@H](C)CO)C(=O)c2cc(NC(=O)CCC(F)(F)F)ccc2O[C@@H]1CN(C)Cc1ccc(Oc2ccccc2)cc1	-70	49	-0.4	-11
C[C@H]1CN([C@@H](C)CO)C(=O)c2cccc(NC(=O)c3nc4ccccc4s3)c2O[C@@H]1CN(C)Cc1ccc(Cl)c(Cl)c1	95	-60	0.7	8
COc1ccc(CN(C)C[C@@H]2OCCCC[C@@H](C)Oc3ccc(NC(=O)Nc4ccccc4)cc3C(=O)N([C@H](C)CO)C[C@H]2C)cc1	110*	-63	-1.8	0
Cc1noc(C)c1S(=O)(=O)Nc1ccc2c(c1)C(=O)N([C@@H](C)CO)C[C@H](C)[C@@H](CN(C)S(=O)(=O)c1c(C)noc1C)OCCCC[C@H](C)O2	47	-18	-0.1	3
C[C@H]1CCCCO[C@H](CN(C)C(=O)Nc2ccc3c(c2)OCO3)[C@@H](C)CN([C@@H](C)CO)C(=O)c2cc(NS(=O)(=O)c3ccc(F)cc3)ccc2O1	35	-44	1.4	-8

(further entries)
SMILES	Tcruzi prolif	Pf Dd2 growth	KDM4C inh	C diff HTS
C[C@@H]1CN([C@@H](C)CO)C(=O)c2cc(-c3ccc(C#N)cc3)cnc2O[C@H]1CN(C)CC1CCCC1	-205	12	5.8	10
CCCN(C)C[C@@H]1OCCCC[C@H](C)Oc2ccc(NS(=O)(=O)c3ccc(C)cc3)cc2C(=O)N([C@H](C)CO)C[C@@H]1C	54	-88*	-5.6	5
COc1ccc(NC(=O)Nc2ccc3c(c2)C(=O)N([C@@H](C)CO)C[C@@H](C)[C@H](CN(C)S(=O)(=O)c2cccs2)OCCCC[C@H](C)O3)cc1	-7	-30	-1.6	3
CN(C)C(=O)c1cccc(-c2ccc([C@H]3[C@@H](CO)N4CCCCN(S(C)(=O)=O)C[C@H]34)cc2)c1	3	14	-0.2	-5
CCCC#Cc1ccc2c(c1)O[C@H](CN(C)S(C)(=O)=O)[C@@H](C)CN([C@H](C)CO)S2(=O)=O	26	-7	-1.8	7
COc1cccc(-c2cnc3c(c2)C(=O)N([C@H](C)CO)C[C@@H](C)[C@H](CN(C)C(=O)CC2CC2)O3)c1	5	-8	0.6	0
O=C(CC(F)(F)F)N1C[C@@H]2[C@H](c3ccccc31)[C@@H](CO)N2C(=O)C1CCOCC1	-3	3	-0.6	5
C[C@H]1CN([C@@H](C)CO)C(=O)c2ccccc2-c2ccccc2CO[C@H]1CN(C)C(=O)Cc1ccccc1	77	39	0.8	5
C[C@H](NC(=O)C[C@@H]1C=C[C@@H](NC(=O)Cc2ccccn2)[C@H](CO)O1)c1ccccc1	46	11	-0.4	6
CNC(=O)C[C@@H]1CC[C@@H]2[C@@H](COc3ccc(NS(=O)(=O)c4ccc(F)cc4)cc3C(=O)N2C)O1	-4	12	0.4	-1
Cn1cnc(S(=O)(=O)N[C@@H]2C=C[C@H](CC(=O)Nc3ccccc3)O[C@@H]2CO)c1	x	x	-1.8	2
O=C(Nc1cc(Cl)cc(Cl)c1)N[C@@H]1CC[C@H](CCNS(=O)(=O)c2cccc(F)c2)O[C@@H]1CO	81	-1	-2.6	4
C[C@H]1CN([C@@H](C)CO)C(=O)c2cccc(NC(=O)c3nc4ccccc4s3)c2O[C@@H]1CN(C)Cc1ccc(C(F)(F)F)cc1	94	-45	-1.9	x
CCS(=O)(=O)Nc1ccc2c(c1)C(=O)N(C)[C@H]1CC[C@H](CC(=O)NCCOC)O[C@@H]1CO2	17	x	-0.3	19
Cc1noc(C)c1NC(=O)N(C)C[C@H]1Oc2ccc(NC(=O)NC(C)C)cc2CC(=O)N([C@H](C)CO)C[C@H]1C	-1	-28	0.7	3
COCC(=O)N1CC2(CCN(Cc3ccccc3)CC2)c2c([nH]c3cc(OC)ccc23)[C@@H]1CO	x	15	1.4	-5
CC(C)NC(=O)N(C)C[C@@H]1OCCCC[C@H](C)Oc2ccc(NS(C)(=O)=O)cc2C(=O)N([C@@H](C)CO)C[C@H]1C	-22	45	0.2	x
N#Cc1cccc(-c2ccc(C3[C@@H]4CN(C(=O)c5ccc6c(c5)OCO6)C[C@H]3N4)cc2)c1 (some centres undefined)	x	14&-10	0.4&-2.1	-10&7
Cc1cccc(S(=O)(=O)N2CC[C@@H]3[C@H](CO)Nc4ccc(C#Cc5cccc(F)c5)cc4[C@@H]32)c1	73	-5	1.7	72
O=C(C[C@@H]1C=C[C@@H](NC(=O)Cc2ccccn2)[C@H](CO)O1)NCCc1ccncc1	-50	11	-0.1	x
C[C@@H]1CN([C@@H](C)CO)S(=O)(=O)c2ccc(C#Cc3ccncc3)cc2O[C@@H]1CN(C)C	10	-18	-1.6	6
O=C(C1CCCCC1)N1C[C@@H]2[C@H](c3ccccc31)[C@H](CO)N2C(=O)Cc1ccccn1	-4	-16	-1.0	-6
C[C@H](CO)N1C[C@H](C)[C@H](CN(C)C(=O)C2CCC2)Oc2cc(-c3ccc(F)cc3)ccc2S1(=O)=O	83	-38	-1.2	x
COc1ccccc1-c1ccc(C2[C@@H]3CN(C(=O)c4cccnc4)C[C@H]2N3)cc1 (some centres undefined)	x	5&-8	0.7&0.8	-3&-9
COc1cccc(S(=O)(=O)N(C)C[C@@H]2OCc3ccccc3-c3c(n(C)c4ccccc34)C(=O)N([C@@H](C)CO)C[C@H]2C)c1	63	-7	-5.3	-6
C[C@H]1CN([C@@H](C)CO)C(=O)c2cccc(NC(=O)CCCCCC(=O)Nc3ccccc3N)c2O[C@H]1CN(C)CC1CC1	x	-4	0.9	-4
COc1cccc(-c2ccc([C@H]3[C@@H](CO)N4CCCCN(CC5CCOCC5)C[C@@H]34)cc2)c1	68	-3	x	5
COc1ccc(S(=O)(=O)N(C)C[C@@H]2Oc3ccc(NC(=O)Cc4cn(C)c5ccccc45)cc3C(=O)N([C@@H](C)CO)C[C@H]2C)cc1	58	-34	2.5	2
CC(=O)N1[C@H](CO)[C@@H]2c3ccccc3N(S(=O)(=O)c3ccc(F)cc3)C[C@@H]21	16	2	0.2	-4
CN(C)CC#Cc1ccc([C@H]2[C@H]3CN(C(=O)C4CCC4)CCCCN3[C@H]2CO)cc1	45	-15	2.7	-5
O=C(Nc1ccccc1)N1CCCCN2[C@H](CO)[C@H](c3ccc(C#CC4CC4)cc3)[C@H]2C1	50	-41	2.1	16
C[C@@H]1CN([C@H](C)CO)C(=O)c2cc(NS(=O)(=O)c3cccs3)ccc2O[C@H]1CN(C)C	43	-4	0.7	0
CC(C)NC(=O)Nc1ccc2c(c1)C(=O)N([C@@H](C)CO)C[C@H](C)[C@H](CN(C)Cc1ccc(-c3ccccc3)cc1)O2	7	3	1.9	-15
C[C@H]1CN([C@@H](C)CO)C(=O)c2cc(NS(=O)(=O)c3ccc(F)cc3)ccc2O[C@H]1CN(C)Cc1ccc2c(c1)OCO2	-35	-22	0.0	3
C[C@H]1CCCCO[C@H](CN(C)Cc2ccc3c(c2)OCO3)[C@@H](C)CN([C@@H](C)CO)C(=O)c2cc(NC(=O)c3ccccc3)ccc2O1	x	-45	-2.5	0
COCC(=O)N1CC(=O)N2[C@H](C1)[C@@H](c1ccc(C#Cc3cccc(OC)c3)cc1)[C@@H]2CO	x	14	-0.8	-21
COc1ccc(S(=O)(=O)N(C)C[C@H]2Oc3c(NS(=O)(=O)c4ccc(Cl)cc4)cccc3C(=O)N([C@H](C)CO)C[C@H]2C)cc1	4	4	-0.1	-7
C[C@@H]1CN([C@@H](C)CO)C(=O)c2cc(NC(=O)c3ccncc3)ccc2O[C@@H](C)CCCCO[C@H]1CN(C)C(=O)Cc1ccccc1	2	-66	-0.8	-2
C[C@@H](O)C#Cc1ccc([C@@H]2[C@H](CO)N3CCCCN(CC4CCOCC4)C[C@@H]23)cc1	-7	-3	-0.3	-7
O=C(C1CCCCC1)N1CC2(C1)[C@@H](c1ccccc1)[C@@H](CO)N2C(=O)c1cccnc1	x	13	-1.4	0
COc1ccc(-c2ccc3c(c2)O[C@@H](CN(C)C(=O)Nc2ccccc2F)[C@@H](C)CN([C@@H](C)CO)S3(=O)=O)cc1	80	-78	-1.0	-11
COc1ccccc1S(=O)(=O)N1C[C@@H](O)COC[C@@H]2O[C@H](CC(=O)O)CC[C@H]21	25	9	1.7	x
COc1ccccc1-c1ccc2c(c1)O[C@H](CN(C)Cc1ccc3c(c1)OCO3)[C@H](C)CN([C@@H](C)CO)S2(=O)=O	x	-43	0.3	-2
CCCNC(=O)[C@H]1[C@H](CO)[C@H]2Cn3c(ccc(-c4ccncc4)c3=O)[C@@H]1N2C(=O)CC1CC1	-4	-4	0.7	0
CC(=O)N(C)C[C@@H]1[C@H](c2ccc(-c3ccccc3)cc2)[C@H](CO)N1C(=O)C1CC1	-16	2	0.0	-5
CNC(=O)C[C@H]1CC[C@@H]2[C@H](COc3ccc(NC(=O)Nc4ccc(F)cc4)cc3C(=O)N2C)O1	49	-7	-0.8	-5
